# Screening data: PubChem, several laboratories
# hcDAF12 agonist: activates DAF-12 receptor from parasite H. contortus. HEK293 hcDAF-12 lit1-tk-luc reporter, luminescence; 0% DMSO, 100% Δ7-dafachronic acid. activation, % at 6.8 µM. actives 1.4% (n = 370,000);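 active = activation above the mean of all tested compounds plus 3 SD, cut at about 5.5% in these data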;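 also: 100% = response to 3 µM Δ7-dafachronic acid high control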
# PLC-gamma1 inh: inhibitors of human phospholipase C gamma1; P19174; purified PLC-gamma1, fluorogenic substrate, fluorescence; inhibition, % at 12.2 µM; actives 0.84% (n = 370,000); AID 720700; in the data active = inhibition above about 9.5%
# PLC-beta3 inh: PLC-beta3 (human) inhibition, primary screen; Q01970; Purified PLC-beta3, fluorogenic substrate, fluorescence; inhibition, % at 12.2 µM; actives 0.18% (n = 370,000); in the data active = inhibition above about 11%;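 also: 0% = median of compound wells on plate and 100% = full blocker control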
# Target sequence (Q01970 whole entry, looked up): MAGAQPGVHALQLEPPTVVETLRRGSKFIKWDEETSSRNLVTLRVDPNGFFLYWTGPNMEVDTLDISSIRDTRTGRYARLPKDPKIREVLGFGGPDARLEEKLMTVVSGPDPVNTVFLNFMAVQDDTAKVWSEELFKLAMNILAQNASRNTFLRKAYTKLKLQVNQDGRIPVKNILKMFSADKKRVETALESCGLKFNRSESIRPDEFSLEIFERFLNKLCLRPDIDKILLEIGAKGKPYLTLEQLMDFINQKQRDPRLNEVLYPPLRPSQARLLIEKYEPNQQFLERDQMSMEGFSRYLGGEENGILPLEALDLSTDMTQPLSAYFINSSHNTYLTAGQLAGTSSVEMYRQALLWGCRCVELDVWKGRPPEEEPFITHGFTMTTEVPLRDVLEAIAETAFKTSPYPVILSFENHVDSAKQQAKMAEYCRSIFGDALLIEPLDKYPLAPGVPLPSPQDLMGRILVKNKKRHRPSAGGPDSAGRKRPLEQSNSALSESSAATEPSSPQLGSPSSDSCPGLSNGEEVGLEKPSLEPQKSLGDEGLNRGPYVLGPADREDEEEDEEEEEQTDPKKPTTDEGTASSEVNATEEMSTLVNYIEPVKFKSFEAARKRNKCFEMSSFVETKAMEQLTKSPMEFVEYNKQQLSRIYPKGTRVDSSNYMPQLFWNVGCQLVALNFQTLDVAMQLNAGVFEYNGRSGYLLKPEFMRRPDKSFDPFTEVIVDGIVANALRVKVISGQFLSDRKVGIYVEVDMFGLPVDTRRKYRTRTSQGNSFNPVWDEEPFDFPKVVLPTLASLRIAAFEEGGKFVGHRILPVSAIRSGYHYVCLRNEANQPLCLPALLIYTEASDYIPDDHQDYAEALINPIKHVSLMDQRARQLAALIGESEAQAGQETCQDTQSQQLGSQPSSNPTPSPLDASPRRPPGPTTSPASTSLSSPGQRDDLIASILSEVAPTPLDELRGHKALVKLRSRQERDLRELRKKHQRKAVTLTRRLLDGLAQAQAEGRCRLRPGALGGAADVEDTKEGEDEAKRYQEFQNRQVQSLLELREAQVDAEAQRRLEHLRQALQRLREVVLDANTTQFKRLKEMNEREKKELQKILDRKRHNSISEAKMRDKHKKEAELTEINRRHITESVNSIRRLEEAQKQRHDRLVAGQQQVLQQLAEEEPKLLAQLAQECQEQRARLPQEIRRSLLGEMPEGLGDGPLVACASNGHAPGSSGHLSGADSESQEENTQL
# SMARCA2 activ: activators of SMARCA2 function | MG213 cells, MMTV-luciferase reporter, dexamethasone, overnight | activation, % at 9.1 µM | actives 1% (n = 370,000); in the data active = activation above about 7.8%;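 also: 0% = vehicle wells and 100% = reference activator wells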
# DAX1 inh-1: inhibits human nuclear receptor DAX1; HEK293 Gal4-DAX1 luciferase reporter, luminescence; inhibition, % at 6.75 µM; actives 0.99% (n = 340,000); AID 504766;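 active = inhibition above the mean over all tested compounds plus 3 SD, cut at about 4.2% in these data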;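 also: 0% = DAX1-transfected cells with DMSO and 100% = empty-vector control cells with DMSO; inhibition shows as a rise in luminescence from relieved DAX1 repression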
# ssDAF-12 act: activators of S. stercoralis DAF-12 nuclear receptor. HEK293 ssDAF-12/GRIP1 lit1-tk-luc reporter, luminescence; % of 3 µM dafachronic acid response. activation, % at 6.8 µM. actives 1% (n = 370,000). AID 652126;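 active = activation above the mean over all tested compounds plus 3 SD, cut at about 0.9% in these data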;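 also: 0% = DMSO-only wells and 100% = 3 µM delta7-dafachronic acid wells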
# Rev-erbA mod: Rev-erb alpha (human) modulation; AID 1259318; activity, % at 10 µM; actives 0.79% (n = 370,000); P20393; Rev-erbα–FITC-DNA binding, fluorescence polarization, 90 min;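 active = activity above about 14%, limit read from the data; passing the limit was not always enough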;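 also: 0% = DMSO wells with 35 nM protein and 100% = DMSO wells with 750 nM protein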
# MBD2 inh: MBD2-methylated oligo binding inhibition. Q9UBB5. TR-FRET, MBD2 binding to methylated oligonucleotide. inhibition, % at 4.4 µM. actives 0.31% (n = 370,000); in the data active = inhibition above about 13%
# hgDAF-12 ag: agonists of H. glycines DAF-12 nuclear receptor; HEK293 GAL4-hgDAF12 UAS-luciferase reporter, agonist luminescence; normalized to butyrate control; activation, % at 6.8 µM; actives 1.8% (n = 370,000);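 active = activation above a cutoff set at the mean of all screened compounds plus 3 SD, cut at about 10% in these data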;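 also: 0% = DMSO wells and 100% = sodium butyrate wells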
# ADAM17 inh: ADAM17 inhibition, QFRET primary screen; P78536; recombinant ADAM17, EDANS/DABCYL FRET peptide cleavage; inhibition, % at 6.95 µM; actives 0.83% (n = 370,000); AID 720648;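 active = inhibition above the mean of compounds lying between control limits plus 3 SD, set per campaign, cut at about 8.5% in these data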;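 also: 0% = DMSO-only wells as the low control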
# DAX1 inh-2: blocks DAX1 repression of SF-1 activated StAR promoter | actives 1.1% (n = 370,000) | AID 652010 | HEK293T StAR-luciferase reporter, SF-1/DAX-1 repression relief | inhibition, % at 6.8 µM;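 active = inhibition above the mean over all tested compounds plus 3 SD, cut at about 3.6% in these data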;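 also: 0% = DAX-1 cells with DMSO and 100% = cells lacking DAX-1 with DMSO; higher inhibition means more luminescence from relief of DAX-1 repression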
# * marks the source's active call; other numbers are inactive results; i = inactive; x = not tested or not shown.
SMILES,hcDAF12 agonist,PLC-gamma1 inh,PLC-beta3 inh,SMARCA2 activ,DAX1 inh-1,ssDAF-12 act,Rev-erbA mod,MBD2 inh,hgDAF-12 ag,ADAM17 inh,DAX1 inh-2
O=C(c1cc2ccccc2oc1=O)N1CCN(c2ccccn2)CC1,-1.9,0,0,0,1.5,-1.5,-4,0,0.2,-2,0.3
O=C(NCc1ccc2c(c1)OCO2)c1ccc(CS(=O)Cc2cccc(Cl)c2)o1 (stereo not drawn),-1.0,3,-5,-2,0.2,-1.5,0,1,-1.7,-3,-2.1
C[C@H]1[C@@H](OC(=O)NCc2ccccc2Cl)CC[C@@]23CCCN2C(=O)CCC[C@@H]13,-1.4,3,-3,x,x,-1.9,1,1,1.5,-6,x
CCCc1cc(=O)oc2c3c(cc(OCC(=O)N[C@@H](C)C(=O)O)c12)OC(C)(C)CC3,-1.4,i,i,-3,1.5,-1.4,7,3,1.1,i,-0.4
CN1CCN(C(=O)CCN2C(=O)/C(=C\c3ccccc3F)SC2=S)CC1,1.0,-4,-15,3,0.4,-0.1,0,6,0.3,-7,1.0
O=c1c(O)c(-c2ccccc2)oc2ccccc12,-2.9,i,i,4,4.9*,-1.2,1,-7,7.3,-7,1.2
Clc1ccc2c(c1)-c1[nH]ncc1CS2,-2.4,7,5,-6,-2.8,-1.6,0,-2,-3.1,3,0.0
Cc1ccc(-c2cc(Cc3ccccn3)c(=O)[nH]n2)cc1,-1.5,2,-3,-4,0.7,-2.0,0,-2,1.1,0,-0.2
C=CCn1c(=S)[nH]c2nc3c(cc2c1=O)CCCC3,-0.4,7,-3,0,-2.0,-1.6,-6,11,0.4,-6,0.0
CC(=O)NN1C(=O)c2ccccc2NC1c1ccco1 (stereo not drawn),1.9,-339,-425,0,-0.3,-1.6,2,-6,5.1,-257,-0.3
O=C(CCc1ccc(S(=O)(=O)NCCc2ccccc2)cc1)N1CCN(Cc2ccc3c(c2)OCO3)CC1,-3.6,2,2,-3,-5.2,-2.4,0,-1,-6.6,4,-2.9
Cc1ccc(/C=C/C(=O)O)cc1S(=O)(=O)N(CCO)CCO,-1.5,4,6,0,0.0,-1.0,4,1,0.0,-1,-0.5
COC(=O)c1sc2ccccc2c1-n1cccc1C(=O)C(=O)Nc1ccccc1,-1.0,0,2,0,0.1,-1.0,0,-2,0.9,3,-0.7
Cc1cc(NC(=O)c2ccccc2C)no1,3.2,3,0,3,4.2,0.2,1,3,5.1,-2,1.0
COc1ccc(S(=O)(=O)Nc2ccc(-c3ccc4nncn4n3)cc2)c(OC)c1,-0.5,-17,-19,-2,0.1,-1.3,4,-7,-1.0,0,0.1
C[C@H](CO)N1C[C@H](C)[C@@H](CN(C)C(=O)c2ccccc2)OCc2cn(nn2)CCCC1=O,0.3,4,11*,-6,-0.3,-1.0,-3,-5,0.5,2,0.3
FC(F)Sc1ccc(NC(=S)NC(c2ccccc2)c2ccccc2)cc1,-1.0,2,0,-9,-1.5,-0.7,1,4,2.2,7,-2.5
Cc1cccc(C)c1NC(=O)CNC(=O)CCCN1C(=O)c2cccc3cccc(c23)C1=O,-1.9,-2,-15,1,2.1,-1.3,6,-4,-1.4,-37,2.0
CSCCC(=O)Nc1nc(-c2ccccn2)cs1,1.6,-5,-12,0,-0.4,-0.5,-11,1,1.1,-4,-0.9
NC(=O)c1ccc(SCC(=O)OCC(=O)N2CCCC2=O)c([N+](=O)[O-])c1,0.8,2,-7,-1,0.9,-1.3,11,-1,-1.5,-1,2.1

# 2 of the compounds above, field by field:
> Cc1cc(NC(=O)c2ccccc2C)no1
- hcDAF12 agonist: 3.2
- PLC-gamma1 inh: 3
- PLC-beta3 inh: 0
- SMARCA2 activ: 3
- DAX1 inh-1: 4.2
- ssDAF-12 act: 0.2
- Rev-erbA mod: 1
- MBD2 inh: 3
- hgDAF-12 ag: 5.1
- ADAM17 inh: -2
- DAX1 inh-2: 1.0

> CSCCC(=O)Nc1nc(-c2ccccn2)cs1
- hcDAF12 agonist: 1.6
- PLC-gamma1 inh: -5
- PLC-beta3 inh: -12
- SMARCA2 activ: 0
- DAX1 inh-1: -0.4
- ssDAF-12 act: -0.5
- Rev-erbA mod: -11
- MBD2 inh: 1
- hgDAF-12 ag: 1.1
- ADAM17 inh: -4
- DAX1 inh-2: -0.9

# (list continues)
SMILES,hcDAF12 agonist,PLC-gamma1 inh,PLC-beta3 inh,SMARCA2 activ,DAX1 inh-1,ssDAF-12 act,Rev-erbA mod,MBD2 inh,hgDAF-12 ag,ADAM17 inh,DAX1 inh-2
COc1ccc(CNS(=O)(=O)NCc2ccc(OC)c(OC)c2)cc1,-1.7,0,1,-1,1.9,-1.5,6,-3,-1.2,1,-0.7
COCCCNC(=O)CSc1nc2cc(S(=O)(=O)N3CCCCC3)ccc2o1,-0.5,0,-12,0,-0.9,-0.8,-1,1,0.2,-5,-0.6
COc1ccc(Cn2c(-c3ccc(OC)c(O)c3)nc3ccccc32)cc1O,-0.1,1,-5,0,-0.7,-0.3,3,2,5.2,-2,0.7
Cc1c2ccccc2nc2c(F)c(NCCO)c(F)c(F)c12,1.5,-146,-140,2,1.1,-0.1,-3,-10,-1.1,-17,-0.5
Cc1cc(NC(=O)CSc2n[nH]c(N)n2)no1,0.1,-1,-1,2,-0.1,-0.7,-3,-4,-0.2,-3,4.3*
Cc1n[nH]c(=O)nc1NC1CCCCC1,-1.7,6,5,-8,-0.5,-1.4,1,0,-0.2,5,0.6
Cc1ccccc1Nc1nc(N)nc(COC(=O)c2ccco2)n1,3.5,-1,2,2,2.8,0.5,4,2,12*,1,2.4
COc1cccc(CNC(=O)CCNC(=O)C2CCN(S(=O)(=O)c3ccccc3)CC2)c1,-0.3,0,-6,0,0.3,-1.6,6,-1,0.8,0,-0.3
CN(C)S(=O)(=O)c1ccc(S(=O)(=O)Nc2ccc3c(c2)oc2ccccc23)cc1,1.7,3,-3,-1,0.1,-1.2,-1,3,1.1,9.2*,-0.1
CCC1CCCCN1CCCNC(=O)c1c(O)nc2ccccn2c1=O (stereo not drawn),-1.2,-53,-88,3,0.4,-1.0,3,4,0.8,-22,-0.2
CC1CCc2nc3ccc(S(=O)(=O)N4CCC(C(=O)N5CCCCC5)CC4)cc3c(C(=O)O)c2C1 (stereo not drawn),3.4,-18,-24,3,0.3,-0.8,-3,2,1.3,-1,1.3
COc1ccc(CN(C(=O)c2ccco2)C2CCS(=O)(=O)C2)cc1 (stereo not drawn),-1.7,1,0,4,0.7,-0.8,-1,-1,-1.2,-5,-0.5
Cc1c(NC(=S)NC(=O)c2ccccc2Br)c(=O)n(-c2ccccc2)n1C,-0.8,3,-1,0,0.6,-0.7,1,0,-0.1,-6,-0.9
CCOCCNC(=O)c1ccccc1C(=O)NCCOCC,-0.1,2,1,-2,0.3,-1.1,5,-3,-1.0,4,-0.6
O=c1[nH]c2cc([N+](=O)[O-])ccc2c2ccc([N+](=O)[O-])cc12,-2.9,-3,0,2,0.6,-1.6,-14,-9,-5.1,0,-0.9
CC1CN(CCN2CC(C)N(C=O)CC2C)C(C)CN1C=O (stereo not drawn),1.4,-2,-10,-5,-0.7,-1.2,4,1,-0.6,-4,1.0
COc1ccc(C(C)=O)cc1COC(=O)c1ccc2c(c1)OCCO2,-0.5,3,-8,-2,2.4,-1.6,13,1,-1.0,-3,-2.1
CCCc1c(C)c2cccc(C)c2[nH]c1=O,-2.3,0,-1,-1,0.8,-1.4,-7,0,-1.2,-4,-0.6
CCN1CCN(C(=O)CSc2ccc(C)cc2)CC1,2.8,4,4,-1,-0.8,-0.3,4,6,10,-6,0.9
CC(C)c1onc(C(=O)Nc2sc3c(c2C#N)CCC3)c1[N+](=O)[O-],0.7,-6,-7,2,1.6,-1.4,2,-2,-2.4,-3,0.2
CON(C)C(=O)[C@H]1C[C@@H]2[C@H](C[C@@H](c3ccccc3)[C@H]1C)N(c1ccc(F)cc1)C(=O)N2CCCOc1ccccc1,-0.7,-5,-7,2,x,-1.0,-7,-1,3.3,2,-1.2
Cc1cccc(NC(=O)c2cnc3ccccn3c2=O)c1,8.8*,0,7,3,0.9,0.5,-3,3,22*,5,7.7*
CNc1nc(CCN2C(=O)c3ccccc3C2=O)cs1,-1.1,-1,-1,-1,1.6,-0.3,-2,3,0.5,-2,-0.9
Cc1ccc(C2Nc3ccccc3-c3nc4ccccc4n32)o1 (stereo not drawn),6.7*,i,i,1,-0.8,0.0,0,2,12*,-463,0.3
Nc1cc2c([N+](=O)[O-])cccc2o1,4.2,-5,-6,-1,1.0,0.1,10,-1,2.7,0,0.9
CCOC(=O)C1CCN(C(=O)CSc2ccccc2Cl)CC1,-1.4,1,0,-1,0.4,-1.0,0,4,-1.0,-4,-0.3
O=C(COc1ccc2ccc(=O)oc2c1)NC(Cc1ccc(Cl)cc1)C(=O)O (stereo not drawn),-0.3,-6,-6,2,1.7,-0.5,1,1,-3.4,-43,2.0
c1ccc(CCn2c(C3CC3)nc3ccccc32)cc1,-1.4,6,2,1,0.6,-1.5,4,3,1.4,4,0.0
Cc1cccc(S(=O)(=O)c2c(C)cc(C)[nH]c2=O)c1,-0.1,0,-6,-2,-0.5,-1.6,-4,-1,-3.7,-4,-0.1
CCc1cccc(C)c1N(C(=O)Cn1c(COC)nc2ccccc21)C(C)COC (stereo not drawn),-2.9,4,9,-1,2.2,-1.0,-2,-1,-0.4,5,0.0
CC(=O)Oc1ccc(C2=NN(c3ccccc3)C(c3ccccc3)C2)cc1 (stereo not drawn),-1.8,-471,i,4,-0.8,-1.3,7,1,-1.2,-106,0.3
Cc1ccc2c(c1)c1nnc(SCC(=O)N3CCN(c4ccc(F)cc4)CC3)nc1n2CC(=O)O,4.5,-2,-3,-5,0.1,0.2,11,-10,4.2,6,0.3
CN(CC(=O)Nc1ccc(F)cc1)C(=O)CSc1nc2ncc(Cl)cc2[nH]1,1.1,0,-3,2,-0.1,-1.4,3,-6,-1.5,-1,-0.1
O=C(Nc1ccc(N2C(=O)C3C4C=CC(C4)C3C2=O)cc1)Nc1nnc(C(F)(F)F)s1 (stereo not drawn),-0.8,0,3,0,1.0,-1.3,-6,1,1.1,1,0.3
COc1ccccc1-n1cnnc1SCC(=O)Nc1ccccc1,5.2,3,-3,5,1.2,-0.1,0,-6,0.1,0,0.6
CCc1nc2c(OCc3ccc(Cl)cc3Cl)cccn2c1N(C)C(=O)C1CC1,-1.4,-1,-3,-5,x,-1.7,3,-1,-2.5,1,-1.5
CC1CCCC(C)N1C(=O)COC(=O)c1ccc(Br)c(S(=O)(=O)N2CCOCC2)c1 (stereo not drawn),-1.6,3,4,1,-0.5,-1.4,-6,-8,0.6,1,-2.9
O=C(Cc1ccccc1)c1ccc(N2CCOCC2)cc1,0.8,-1,-7,5,1.1,-0.6,10,-8,11*,3,1.1
NCCCC[C@H](NC(=O)C1CCNCC1)c1nnc([C@@H](N)Cc2ccc(O)cc2)o1,-1.3,4,4,0,0.3,-1.2,1,-2,-0.8,0,1.2
COc1cccc(C(=O)Cn2c(=N)n(C)c3ccccc32)c1,18*,-2,0,5,-0.9,3.2*,-3,-5,17*,-1,3.5
Cc1ccc(C(=O)NC(=S)N(C)Cc2ccccc2)cc1,4.8,3,-3,2,1.4,-0.9,2,1,3.2,-2,0.2

# An unsorted share of the library; about 7.4% have a hit in one of these screens.
